inhibitors of VEEV: inhibitors of VEEV TC-83 cytopathic effect, confirmation, Vero cells (AID 588727); Vero cells, VEEV TC-83 cytopathic effect inhibition; higher % means a stronger effect; inhibition, % at 20 µM; hits with a dose series show IC50 in µM; 350,000 tested, 0.13% active; in the data active = a potency from the dose series; inconclusive = inhibition mostly from about 14% at the one dose, without a potency; inactive = the rest, 99 in 100 with inhibition below about 12%; also: strong numbers were not always called active
H1N1 NS1A inhibition: NS1A inhibition, H1N1 influenza, cell based functional assay (AID 504329); NS1A functional cell-based assay, percent inhibition; higher % means a stronger effect; inhibition, % at 12.5 µM, or IC50 in µM where a hit was titrated; 340,000 tested, 0.3% active; in the data active = a potency from the dose series; inconclusive = inhibition above about 27% without an active follow-up result; also: strong numbers were not always called active
Salmonella PhoP GFP: Inhibition of PhoP regulon, Salmonella typhi GFP reporter cells, confirmation, 4 h (AID 1850); one-dose inhibition, % at 50 µM; IC50 in µM for titrated hits; 310,000 tested, 0.33% active; Salmonella Typhi PhoP-promoter GFP reporter, fluorescence, 4 h; higher % means a stronger effect; in the data active = a potency from the dose series; inconclusive = inhibition mostly from about 25% at the one dose, without a potency; inactive = the rest, 99 in 100 with inhibition below about 19%;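 also: 0% = induced wells with vehicle and 100% = uninduced wells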
M. tuberculosis HTS: M. tuberculosis growth inhibition, HTS (AID 449762); inhibition, % at 25 µM, or IC50 in µM where a hit was titrated; M. tuberculosis H37Rv growth inhibition, 7H9 media; higher % means a stronger effect; 330,000 tested, 0.59% active; in the data active = a potency from the dose series; inconclusive = inhibition above about 70% without an active follow-up result;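 also: bacterial growth assessed after seven days of incubation; strong numbers were not always called active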
tuberculosis growth: growth inhibition of non-replicating M. tuberculosis (AID 488890); Mycobacterium tuberculosis non-replicating, growth inhibition; higher % means a stronger effect; one-dose inhibition, % at 25 µM; IC50 in µM for titrated hits; 320,000 tested, 0.39% active; in the data active = a potency from the dose series; inconclusive = inhibition mostly from about 82% at the one dose, without a potency; inactive = the rest, 99 in 100 with inhibition below about 76%;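 also: plate controls were DMSO cells for no effect and high antibiotic wells for full effect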
inhibitors of VEEV 10K pilot screen: recorded beside inhibitors of VEEV, whose call it bears; inhibition, %; measured here: 10K pilot screen inhibition
Active calls of the source: *; i = inactive; u = inconclusive; x = no result given.

Sample of the layout, five compounds:
SMILES	inhibitors of VEEV	H1N1 NS1A inhibition	Salmonella PhoP GFP	M. tuberculosis HTS	tuberculosis growth	others
COc1ccc(CC2(CO)CCN(Cc3nc(C(C)C)cs3)CC2)cc1	2.1%	-14%	6%	8%	7%
NC(=O)C1CCN(C(=O)c2ccc3c(=O)n(Cc4ccco4)c(SCc4ccc([N+](=O)[O-])cc4)nc3c2)CC1	i	-11%	0%	-2%	17%
Cc1ccccc1CS(=O)(=O)c1cn(CC(=O)N2CCC(C)CC2)c2ccccc12	8.0%	-10%	-5%	6%	14%	inhibitors of VEEV 10K pilot screen=8.4
CC1CCCCN1C(=O)Nc1cccc(Cl)c1 (stereo not given)	0.4%	0%	5%	10%	13%
O=C1CCC(C(=O)N2CCC(O)CC2)CN1CCc1ccc(Cl)cc1 (stereo not given)	2.8%	-2%	-11%	-1%	-13%

All compounds of this part, repeating the preview:
SMILES	inhibitors of VEEV	H1N1 NS1A inhibition	Salmonella PhoP GFP	M. tuberculosis HTS	tuberculosis growth	others
COc1ccc(CC2(CO)CCN(Cc3nc(C(C)C)cs3)CC2)cc1	2.1%	-14%	6%	8%	7%
NC(=O)C1CCN(C(=O)c2ccc3c(=O)n(Cc4ccco4)c(SCc4ccc([N+](=O)[O-])cc4)nc3c2)CC1	i	-11%	0%	-2%	17%
Cc1ccccc1CS(=O)(=O)c1cn(CC(=O)N2CCC(C)CC2)c2ccccc12	8.0%	-10%	-5%	6%	14%	inhibitors of VEEV 10K pilot screen=8.4
CC1CCCCN1C(=O)Nc1cccc(Cl)c1 (stereo not given)	0.4%	0%	5%	10%	13%
O=C1CCC(C(=O)N2CCC(O)CC2)CN1CCc1ccc(Cl)cc1 (stereo not given)	2.8%	-2%	-11%	-1%	-13%
O=C(CSc1nc(=O)n(CCCN2CCOCC2)c2c1CCC2)Nc1ccc(F)cc1F	0.5%	0%	4%	-1%	-6%
CC(C)(C)c1ccccc1NC(=O)Cn1cnc2cc([N+](=O)[O-])ccc2c1=O	1.6%	5%	-16%	1%	7%
CCNC(=O)CSc1nc2ccccc2c(=O)n1CCCOC(C)C	6.7%	-3%	0%	5%	-2%
C=C(C)c1cccc(C(C)(C)NC(=O)N2CCN(c3ccccn3)CC2)c1	6.3%	-8%	-18%	-2%	19%
COc1ccc(CCNC(=S)NCc2cccs2)cc1OC	3.9%	-2%	6%	-1%	u
C/C(=N/Nc1ccc([N+](=O)[O-])cc1)c1ccc(C)cc1C	i	-16%	-5%	52%	u
COc1ccc(N(CC(=O)Nc2cc(Cl)ccc2OC)S(=O)(=O)c2c(C)[nH]c(=O)[nH]c2=O)cc1	0.8%	12%	-7%	5%	30%
Cc1cc(F)ccc1S(=O)(=O)Nc1ccccc1C(=O)Nc1ccc2[nH]c(=O)[nH]c2c1	2.8%	1%	-22%	-2%	8%
Cc1cccc2sc(NC(=O)CN3C(=O)C4CC=CCC4C3=O)nc12 (stereo not given)	1.5%	3%	1%	3%	-13%
C/C(=N/NC(=O)CN1CCN(S(=O)(=O)c2ccc(C)cc2)CC1)c1ccco1	1.2%	1%	7%	-10%	-17%
Cc1ccc(S(=O)(=O)N2CCOCC2)cc1NC(=O)C1CC(=O)N(c2ccc3c(c2)OCCO3)C1 (stereo not given)	i	0%	-4%	0%	-5%
COC(=O)c1ccc(CNC(=O)N2CCN(S(=O)(=O)c3ccc(C)cc3)CC2)cc1	3.0%	-8%	2%	4%	16%
Cc1ccc(S(=O)(=O)Nc2ccc(C(=O)NCc3ccncc3)cc2)cc1	0.1%	-4%	-4%	-11%	-8%
COC(=O)C1CCN(CC(N)=O)CC1	2.3%	-9%	-3%	1%	-6%
COc1ccccc1/C=N/NC(=O)c1cc2c(ccc3ccccc32)o1	4.6%	10%	-11%	45%	-9%

The final 3 entries of the section before open the next one.
SMILES	inhibitors of VEEV	H1N1 NS1A inhibition	Salmonella PhoP GFP	M. tuberculosis HTS	tuberculosis growth	others
Cc1ccc(S(=O)(=O)Nc2ccc(C(=O)NCc3ccncc3)cc2)cc1	0.1%	-4%	-4%	-11%	-8%
COC(=O)C1CCN(CC(N)=O)CC1	2.3%	-9%	-3%	1%	-6%
COc1ccccc1/C=N/NC(=O)c1cc2c(ccc3ccccc32)o1	4.6%	10%	-11%	45%	-9%
O=C(CSCc1ccc(Br)cc1)N=Nc1c(O)[nH]c2ccccc12	1.1%	3%	-6%	12%	43%
CC(C)CCNC(=O)C1CCN(c2nnc(-n3cccc3)s2)CC1	0.4%	-6%	x	-4%	62%
O=C(Nc1ccccc1Cl)c1ccc(Cl)cc1Cl	i	-8%	3%	64%	2%
COC(=O)[C@@H]1C[C@@]2(O)[C@H](O)[C@H](O)[C@H](O)C[C@H]2N1Cc1ccc(C(C)(C)C)cc1	1.5%	-8%	-2%	-3%	-31%
NC1=NC(=O)/C(=C\c2ccsc2)S1	2.5%	0%	-12%	-10%	1%
Cc1cc(C)c(C)c(S(=O)(=O)Nc2ccccc2C(=O)NN2CCOCC2)c1C	0.6%	-2%	x	3%	56%
O=C(Nc1cccc(C(=O)NC2CC2)c1)c1ccccc1	1.5%	-1%	x	x	x
CC(=O)Nc1ccc(NC(=O)C(C)OC(=O)/C(C#N)=C/c2ccc(N(C)C)cc2)cc1 (stereo not given)	i	-29%	-28%	0%	5%
CCNc1c(NC(=O)c2ccc3c(c2)OCO3)c(=O)oc2ccccc12	4.7%	-2%	-16%	-5%	-2%
CCOC(=O)N1CCN(C(=O)c2ccc3c(c2)N(CC)CCS3)CC1	8.0%	5%	0%	-1%	-2%
Cc1cc(C)cc(OCCOc2cccc(C=C3C(=O)NC(=O)NC3=O)c2)c1	0.8%	-5%	-1%	22%	74%
CNC(=O)COc1coc(CN2CCN(c3ccccc3)CC2)cc1=O	0.9%	-6%	0%	-7%	-2%
CCOC(=O)N1CCN(C(=O)c2cc3c(s2)-c2ccc(Cl)cc2S(=O)(=O)C3)CC1	3.4%	1%	0%	-2%	-7%
COc1cccc(-n2c(SCC(N)=O)nnc2-c2ccco2)c1	i	1%	-4%	2%	2%
CC1CCCC(C)N1C(=O)CSc1nnc(C2CCCCC2)o1 (stereo not given)	0.8%	0%	12%	1%	12%
CSc1ccccc1NC(=O)CN(C)CC(=O)Nc1ccc(Cl)cc1[N+](=O)[O-]	0.1%	4%	-10%	2%	36%
CC1=C/C(=C\c2ccc3c(c2)OCO3)C(=O)S1	1.3%	0%	-8%	7%	x
COc1ccc2[nH]c(=O)c(-c3nnn(-c4ccc(F)cc4)n3)cc2c1	1.2%	1%	11%	4%	-8%
CC(Nc1ccc(Br)cc1)C(=O)N/N=C/c1ccccc1OCc1ccccc1 (stereo not given)	0.8%	-13%	1%	13%	9%
COc1ccc(CCNC(=O)Nc2cc(F)c(F)cc2Cl)cc1OC	i	-8%	-1%	u	65%
O=C(CSc1nnc2ccccn12)Nc1ccccc1Cl	1.1%	-1%	x	-1%	3%
Cc1ccc2nc(SCC(=O)c3ccc(Cl)s3)[nH]c2c1	0.2%	3%	2%	6%	58%
CN(C)C(=O)Oc1noc2cc(Cl)ccc12	3.5%	-2%	-2%	4%	16%
CC1CCN(C(=O)c2[nH]cnc2C(=O)N[C@@H](CCCCNC(=O)OC(C)(C)C)C(=O)OC(C)(C)C)CC1	0.8%	7%	-8%	2%	57%
COCCCNCCOCCOc1ccc(Cl)cc1Br	i	-1%	15%	1%	29%
Cc1ccc(C(=O)NC(C(=O)OCc2cn3cc(Cl)ccc3n2)C(C)C)cc1 (stereo not given)	4.5%	-12%	x	5%	-6%
CC(C)CC(COCc1ccc([N+](=O)[O-])cc1)N1CCN(C(=O)c2ccc(C(F)(F)F)cc2)CCC1=O (stereo not given)	4.2%	-14%	-16%	4%	42%
CCCNC(=O)c1c(N)n(-c2cccc(OC)c2)c2nc3ccccc3nc12	i	-26%	-1%	8%	1%
COC(=O)c1cc(C)ccc1OCc1ccc([N+](=O)[O-])cc1	i	0%	1%	5%	-9%
CCOC(=S)N/C(=N\S(=O)(=O)c1ccccc1)c1ccccc1	0.3%	-9%	2%	0%	-6%
CC12CC3CC(C)(C1)CC(C(O)CN1CCOCC1)(C3)C2 (stereo not given)	1.5%	-4%	-1%	-3%	8%
CC1(C)CC(=O)C2=C(C1)OC(N)=C(C#N)C2Cc1ccccc1 (stereo not given)	i	-9%	-6%	4%	x
Cc1cccc(N(CC(=O)NC2CCCC2)C(=O)CCC(=O)Nc2cc(C)on2)c1	i	4%	4%	3%	-1%
COC(=O)C1CCN(C(=O)COC(=O)CSc2ccc(C(N)=O)cc2[N+](=O)[O-])CC1	1.4%	-10%	-2%	0%	-16%
O=C(CCC1CCCCC1)Nc1ccccc1C(=O)N1CCOCC1	1.4%	-4%	2%	5%	-4%
CCOC(=O)N1CCC(NC(=O)c2ccc(Cl)cc2)CC1	0.5%	-1%	10%	-12%	46%
Cc1oc2c(c1C(=O)Nc1cccc3ccccc13)CCCC2	0.9%	3%	-9%	u	66%
CCOc1ccccc1C=C1SC(=S)N(CC)C1=O	0.5%	13%	x	x	x
CC(C)CNC(=O)CSc1ccc(S(=O)(=O)N2CCN(C)CC2)cn1	2.1%	-7%	x	-4%	-4%
Cc1ccc(N2C(=O)CC(N3CCN(c4ccc(F)cc4)CC3)C2=O)c(C)c1 (stereo not given)	3.0%	-3%	13%	-7%	22%
O=C(Nc1ccccc1C(=O)NCC1CCCO1)c1ccc(Cl)cc1 (stereo not given)	9.0%	-9%	0%	-8%	9%
Cc1nn(C)cc1C(C(=O)NC1CCCCC1)N(CCc1ccccc1)C(=O)c1cnccn1 (stereo not given)	i	-7%	-6%	1%	-17%
CCCCCCOC(=O)Cc1c(C)nc(-c2ccccc2)[nH]c1=O	2.5%	10%	4%	-2%	22%
COc1cccc2c1Oc1ncccc1N(C(=O)CCC(=O)NCc1ccccc1F)C2	1.3%	-5%	3%	8%	5%
Cc1ccc(C)c(OCc2nnc(NC(=O)c3ccco3)s2)c1	4.7%	4%	-2%	-3%	-3%
Cc1nn(C2CCCO2)c(=O)nc1N (stereo not given)	x	x	0%	-7%	-2%
O=C(CCc1ccccc1Cl)Nc1cc2c(cc1C(=O)O)OCCCO2	2.2%	-4%	x	-4%	10%
CCOc1ccc(NC(=S)NNC(=O)c2cc(Br)ccc2Cl)cc1	1.6%	14%	6%	9%	47%
Cc1ccc(-c2nc(CS(=O)(=O)CC(=O)NC3CCCCCC3)c(C)o2)cc1	1.2%	6%	-25%	9%	21%
CC(C)c1nnc(NC(=O)C2CCCN2S(=O)(=O)c2ccc(Cl)cc2)s1 (stereo not given)	2.2%	2%	-7%	-5%	3%	inhibitors of VEEV 10K pilot screen=5.4
(further entries)
SMILES	inhibitors of VEEV	H1N1 NS1A inhibition	Salmonella PhoP GFP	M. tuberculosis HTS	tuberculosis growth	others
COC(=O)c1ccccc1NS(=O)(=O)c1ccc(O)c(C(=O)O)c1	0.3%	-8%	-7%	-10%	-8%
O=S1(=O)CCC(NC(=S)NC2CCS(=O)(=O)C2)C1 (stereo not given)	i	-2%	-10%	-8%	11%
CSc1ccc(CN(C)C(=O)CCNS(=O)(=O)c2ccc(C)c(C)c2)cc1	1.5%	-3%	-5%	u	37%
O=C(c1ccc2c(=O)n3c(nc2c1)CCCCC3)N1CCN(c2cccc(Cl)c2)CC1	7.7%	-3%	1%	-3%	38%
CCCCCCCCC[n+]1cccc2c3ccccc3ccc21	i	-19%	19µM*	u	u
COC(=O)c1cccc(S(=O)(=O)N(Cc2ccco2)Cc2cc3cc(OC)ccc3[nH]c2=O)c1	4.6%	3%	-14%	5%	3%
Cc1nc2c(c3c1[nH]c1ccccc13)C(=O)CC(C)(C)C2	1.4%	-4%	-6%	58%	19%
C=C(C)c1nc(Oc2ccccc2)nc(Oc2ccccc2)n1	u	-1%	x	x	x
COc1cccc(OC)c1C(=O)Nc1ccc([N+](=O)[O-])cn1	0.1%	-6%	0%	4%	-19%
COc1ccc(N2C(=O)CC(N(Cc3ccco3)C(=O)CCC(=O)O)C2=O)cc1 (stereo not given)	0.2%	-8%	3%	9%	-7%
N#Cc1ccccc1Sc1ccccc1C(=O)Nc1ccc(Br)cc1	1.0%	1%	-11%	0%	14%
CCOC(=O)/C(C#N)=C1/C=CN(C)C=N1	i	0%	-13%	3%	-1%
CC(COc1cccc2ccccc12)CN1CCN(C)CC1 (stereo not given)	i	-1%	19%	18%	62%
CC1CN(C(=O)CS(=O)(=O)Cc2ccccc2)CC(C)O1 (stereo not given)	0.2%	0%	-1%	1%	-1%
O=C(CCCCCN1C(=O)c2cccc([N+](=O)[O-])c2C1=O)Nc1ccccc1F	1.0%	-8%	-4%	50%	-17%
CCN1C(=O)C(=C/C=C/c2ccco2)C(=O)N(CC)C1=S	i	17%	0%	6%	3%
